Source: PubChem BioAssay (several laboratories)
TPT1 inh: C. albicans TPT1 enzyme inhibition; recombinant caTPT1, FP RNA substrate dephosphorylation; inhibition, % at 5 µM; actives 0.81% (n = 300,000); AID 1962;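 active = inhibition above the mean of all tested compounds plus 3 SD, set per screening campaign, cut at about 24% in these data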;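 note: plate controls were DMSO alone for no effect and ferristatin control at 100 nM for full effect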
PP1 counter: counter-screen for PP5 inhibitors: inhibitors of human PP1-alpha | P62136 | actives 0.9% (n = 320,000) | inhibition, % at 6.7 µM | purified PP1alpha, OMFP fluorescence;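 active = inhibition above the mean inhibition of all tested compounds plus 3 SD, computed separately for each screening campaign, cut at about 15% in these data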
Target sequence (P62136 whole entry, looked up): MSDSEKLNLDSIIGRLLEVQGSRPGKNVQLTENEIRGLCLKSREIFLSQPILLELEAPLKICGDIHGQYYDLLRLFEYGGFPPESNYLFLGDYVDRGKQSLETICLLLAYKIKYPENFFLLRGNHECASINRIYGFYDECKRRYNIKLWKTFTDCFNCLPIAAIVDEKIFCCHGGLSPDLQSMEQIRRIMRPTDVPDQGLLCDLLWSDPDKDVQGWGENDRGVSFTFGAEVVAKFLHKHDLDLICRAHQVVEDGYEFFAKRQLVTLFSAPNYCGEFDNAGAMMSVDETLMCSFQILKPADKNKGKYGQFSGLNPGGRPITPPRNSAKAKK
Fh CTSL1 inh: cathepsin L1 inhibition, PFM18AAP counter-screen | recombinant F. hepatica cathepsin L1, Z-Leu-Arg-MCA fluorescence | actives 0.49% (n = 300,000) | AID 1906 | inhibition, % at 5.96 µM;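 active = inhibition above the mean of all tested compounds plus 3 SD, set per screening campaign, cut at about 17% in these data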;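 note: 0% = plate median of test compound wells and 100% = 1 µM Z-Phe-Ala-diazomethylketone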
PP5 inh: inhibitors of human protein phosphatase 5 (PP5) | P53041 | purified PP5c, OMFP substrate fluorescence | inhibition, % at 6.7 µM | actives 0.18% (n = 320,000) | AID 1987;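 active = inhibition above the campaign's mean inhibition across all tested compounds plus 3 SD, cut at about 9.5% in these data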;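 note: 0% = DMSO only and 100% = 100 µM cantharidin control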
core dimer inh: blocks dimerization of HCV core protein. TR-FRET GST/Flag-core106 dimerization, 1536-well. inhibition, % at 5 µM. AID 1899. actives 0.33% (n = 300,000);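 active = inhibition above the mean of all tested compounds plus 3 SD, set per screening campaign, cut at about 45% in these data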
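Material: GST/Flag-tagged HCV core106 proteins. Incubation: 4 h, 22.5 °C incubation. Read-out basis: inhibition (%) from 671 over 617 nm ratio. Measured by: TR-FRET, excitation 340 nm, emission 617 and 671 nm.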
EBNA-1 inh: blocks EBNA-1 binding to DNA; EBNA-1 DNA binding, fluorescence polarization; inhibition, % at 14.8 µM; AID 1950; actives 0.34% (n = 300,000); in the data active = inhibition above about 28%
CR mimetic SO: caloric restriction mimetics inhibiting age-related superoxide in yeast. S. cerevisiae aged cells, superoxide DHE fluorescence; stronger effect = lower value. superoxide response (% of plate mean), % at 10 µM. actives 0.18% (n = 330,000);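 active = superoxide response under a set limit, about three screen SD below normal, cut at about 65% in these data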;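 note: yeast aged for seven days with compound at 30 °C before DHE staining; 100% = average MFI of all compound-treated wells on the plate with controls excluded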
JMJD2C inh: inhibitors of human GASC-1 (JMJD2C) demethylase | actives 0.069% (n = 330,000) | GST-JMJD2C(1-420) H3K9me3 demethylation, DELFIA europium | inhibition, % at 2.35 µM | Q9H3R0;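 active = more than half of a compound's replicate wells show inhibition beyond 50%, single wells judged on their own value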;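 note: signal counts dimethyl H3K9 product captured on neutravidin plate; 0% = median of DMSO wells and 100% = 0.3 times that DMSO median; strong numbers were not always called active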
Target sequence (Q9H3R0 1-420 limits assumed): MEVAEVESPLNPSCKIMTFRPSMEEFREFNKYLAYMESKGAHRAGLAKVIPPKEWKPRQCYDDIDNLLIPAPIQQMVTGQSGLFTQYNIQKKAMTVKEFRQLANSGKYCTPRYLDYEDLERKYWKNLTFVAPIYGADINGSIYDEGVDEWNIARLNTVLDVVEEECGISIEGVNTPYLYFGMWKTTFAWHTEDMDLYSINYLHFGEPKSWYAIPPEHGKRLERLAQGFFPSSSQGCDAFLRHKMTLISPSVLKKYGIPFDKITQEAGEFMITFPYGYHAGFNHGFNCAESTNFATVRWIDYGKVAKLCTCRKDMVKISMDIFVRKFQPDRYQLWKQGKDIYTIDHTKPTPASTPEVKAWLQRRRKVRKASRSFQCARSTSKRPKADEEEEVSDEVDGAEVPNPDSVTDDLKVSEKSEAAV
ZTA DNA inh: blocks Epstein-Barr virus ZTA, an EBNA-1 counter-screen; P03206; inhibition, % at 11 µM; actives 0.15% (n = 320,000); ZTA-DNA binding, fluorescence polarization; in the data active = inhibition above about 33%
Target sequence (P03206 whole entry, looked up): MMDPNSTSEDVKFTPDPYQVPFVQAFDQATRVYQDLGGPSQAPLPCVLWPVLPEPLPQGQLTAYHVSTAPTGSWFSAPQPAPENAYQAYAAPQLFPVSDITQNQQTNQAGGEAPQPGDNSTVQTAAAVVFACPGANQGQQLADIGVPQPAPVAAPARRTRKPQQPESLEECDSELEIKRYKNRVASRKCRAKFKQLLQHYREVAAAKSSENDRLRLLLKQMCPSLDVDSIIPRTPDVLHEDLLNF
An asterisk follows results filed as active; i = inactive; & = joins results of further samples.

structure	TPT1 inh	PP1 counter	Fh CTSL1 inh	PP5 inh	core dimer inh	EBNA-1 inh	CR mimetic SO	JMJD2C inh	ZTA DNA inh
CCCSc1nnc(CN2CCOCC2)n1C	0	-5	0	-2.1	1	8	111	i	17
COc1ccccc1/C=C(/CC(=O)NCc1ccc(F)cc1)c1nc2ccccc2s1	5	16*	3	-4.4	67*	-8	66	-5	-6
S=C(NCc1ccccc1)Nc1cccc2ccccc12	-1	-1	-3	2.5	-1	8	97	-3	4
O=C(NCCc1ccccc1F)C1CCCN(c2nc3ccccc3s2)C1 (configuration not stated)	-2	-1	-4	1.2	3	1	110	-6	5
Cc1ccc(C)c(Cn2nnc3c(=O)[nH]c(C4CCCN(C(=O)c5cccs5)C4)nc32)c1 (configuration not stated)	3	5	1	0.8	9	-2	114	3	-2
O=C(NC(=S)NCc1ccccc1)c1cccc([N+](=O)[O-])c1	-5	2	4	0.9	-4	1	89	-1	-5
O=C(NCc1ccco1)[C@@H]1CSC2c3ccccc3C(=O)N21 (some centres not stated)	1	-3	-8	0.9	32	-5	101	7	2
CCOC(=O)C1CCN(C(=O)CCS(=O)(=O)c2ccc3c(c2)CCN3C(C)=O)CC1	0	-2	2	1.7	-1	-7	102	20	-17
O=C(COC(=O)C12CC3CC(CC(C3)C1)C2)Nc1ncc(Cl)cc1Cl	1	0	-1	3.4	7	2	115	-76	-8
Cc1ccc(C(C(=O)NC2CCCCC2)N(CC2CCCO2)C(=O)CNC(=O)c2cccs2)cc1 (configuration not stated)	2	2	1	1.2	2	7	86	-7	-5
Nc1nc(SCC(=O)Nc2ccc(Br)cc2F)n[nH]1	-3	-1	-2	3.1	-4	-13	108	-7	-7
Fc1ccc(NCc2nnc(SCc3nnc(-c4ccccc4)o3)n2CC2CCCO2)cc1 (configuration not stated)	-2	0	-2	0.5	2	-8	96	13&-5	3
Cc1ccc(/C(O)=C2\C(=O)C(=O)N(CC(C)O)C2c2cccc(F)c2)cc1 (configuration not stated)	-2	0	-1	0.9	1	-5	106	2	3
CCOC(=O)N1CCN(C(=O)COc2ccc3c(c2)C(=O)CC(C)(C)O3)CC1	-2	-2	-2	1.4	1	-8	112	15	-5
CCOC(=O)C1=C(O)/C(=C/c2ccc(OCC(=O)Nc3ccc(C)cc3)cc2)N=C1C	2	15	-3	1.6	-3	5	111	3	-3
Cc1cnn(C(=S)NCC2CCCO2)c1 (configuration not stated)	-2	-2	0	1.6	-7	0	98	12	-3
COc1ccc(/C=N/NC(=O)CSc2ccccn2)cc1OC	-1	-1	-4	0.9	0	2	106	20	7
Cc1ccc(S(=O)(=O)NCCNC(=O)c2cc(OCC(F)(F)F)ccc2OCC(F)(F)F)cc1	2	0	2	2.1	2	9	100	1	12
Nc1cc(Cl)ccc1N1C(=O)CCC1=O	0	2	-3	1.7	-9	-12	104	-12	-7
CCCn1nnc(NC(=O)c2ccco2)n1	0	-2	-2	2.0	-1	-7	101	1	-1
CN(C)S(=O)(=O)c1cccc(C(=O)NCc2ccco2)c1	-4	1	-2	0.3	7	0	120	1	5
CCOc1cc(/C=C2\SC(=Nc3ccccc3)N(c3ccccc3)C2=O)ccc1OCC(=O)O	-1	6	7	1.4	12	0	95	-3	12
CCOC(=O)CC(=O)CSc1nc2nc(C)cc(C)n2n1	0	-7	6	0.7	-6	-2	109	6	7
CCCn1c(SCC(=O)NCC2CCCO2)nc2c1c(=O)n(C)c(=O)n2C (configuration not stated)	-2	0	-1	-0.9	-4	13	91	9	8
N[C@@H](Cc1ccccc1)c1nnc(SCc2ccccc2F)o1	-5	1	17	4.1	-1	-10	103	-33	-10

Single values from the entries so far.
O=C(COC(=O)C12CC3CC(CC(C3)C1)C2)Nc1ncc(Cl)cc1Cl in Fh CTSL1 inh → -1
O=C(NCc1ccco1)[C@@H]1CSC2c3ccccc3C(=O)N21 (some centres not stated) in PP5 inh → 0.9
COc1ccccc1/C=C(/CC(=O)NCc1ccc(F)cc1)c1nc2ccccc2s1 in TPT1 inh → 5
Nc1cc(Cl)ccc1N1C(=O)CCC1=O in PP5 inh → 1.7

Additional compounds follow:
structure	TPT1 inh	PP1 counter	Fh CTSL1 inh	PP5 inh	core dimer inh	EBNA-1 inh	CR mimetic SO	JMJD2C inh	ZTA DNA inh
O=C(Cc1ccc(Br)cc1)Nc1cccc(Cl)c1	-4	-1	3	5.2	-5	-11	112	1	-7
Cc1ccc(NC(=O)Cn2c(O)c(N=NC(=O)c3ccncc3)c3ccccc32)cc1	-6	-3	-4	1.6	4	-1	101	-18	1
COc1ccccc1NC(=O)CC12CC3CC(CC(Br)(C3)C1)C2	-4	-4	-3	-0.6	6	1	112	-10	10
O=C(/C=C/NCc1cccnc1)c1ccc(Br)cc1	0	-2	2	-0.3	-1	6	87	2	9
CCC(=O)N(Cc1ccco1)c1nc(-c2ccc(OC)cc2)cs1	2	-3	-1	-0.6	6	22	105	-2	-3
Cc1cnc(C(=O)OCC(=O)NC(=O)c2ccccc2)cn1	-2	-2	-6	2.2	1	6	94	6	-5
Nc1cnc(Nc2ccc(Br)cc2)nc1N	5	-2	-8	2.2	-22	-1	95	7	-9
COC(=O)CN1C(=O)C(C)(C)Oc2ccc(C(=O)Nc3ccccc3F)cc21	-4	-2	5	-1.5	-2	-4	121	-4	7
COc1cc(OC)c2ccc(=O)oc2c1C(CCN1CCN(c2ccccc2)CC1)c1ccc(N(C)C)cc1 (configuration not stated)	-3	-1	-2	-0.4	8	3	92	-1	10
Cc1ccc(CC2C(=O)N(c3ccccc3)C(=O)C2C)cc1 (configuration not stated)	1	0	2	-0.7	3	11	109	2	7
COC(=O)c1oc2c(c1C)C(=O)CCC2	2	-5	2	2.9	-1	5	114	-4	-3
COc1cc(/C=N/N=C(/N)c2nonc2N)cc(Br)c1OCc1cccc(C)c1	-12	3	4	3.6	5	9	96	-19	-1
Cc1ccc(C(=O)OCC(=O)N2CCC(Cc3ccccc3)CC2)cc1N	0	-1	0	1.5	4	-2	100	-3	9
CC1CCN(S(=O)(=O)N2CCC(C(=O)NC3CCCC3)CC2)CC1	-5	1	-2	2.6	-8	16	84	28	4
COc1ccc2[nH]c(C(=O)NCc3ccccc3)cc2c1	-1	-1	-2	-1.3	1	-1	81	-6	0
C=Cc1ccc(CN2CCCN(Cc3ccc(Cl)cc3)S2(=O)=O)cc1	6	2	-1	2.8	-3	4	103	-2	3
CCCCN(C)C(=S)Nc1ccc(Oc2ccccc2)cc1	-3	-4	-4	0.8	6	-3	110	-3	0
COC(=O)C1(c2ccccc2)NC(c2cccs2)C2C(=O)N(c3ccccc3)C(=O)C21 (configuration not stated)	-7	0	-2	-0.5	-2	5	95	3	2
COc1ccc(OC)c(NC(=O)c2oc3ccccc3c2NC(=O)C2CC2)c1	0	-3	1	2.3	10	1	93	-4	-12
COc1ccc(NC(=O)c2c(-c3c(Cl)cccc3Cl)noc2C)c(OC)c1	-1	0	4	1.5	3	-2	106	2	-10
COC(=O)C12CC3CC(C1)CC(n1cnc(Cl)n1)(C3)C2	-1	1	0	-1.4	1	11	75	5	-9
O=C(CNC(=O)c1ccccc1F)N/N=C/c1ccc2c(c1)OCO2	-2	2	4	0.4	-1	3	99	4	-1
Cc1nc(C(F)(F)F)c(C(=O)N=CN(C)C)s1	1	-6	1	-0.6	-1	-18	96	0	10
Cc1ccc(S(=O)(=O)CCC(=O)OC(C)C(=O)c2c(C)[nH]c3ccccc23)cc1 (configuration not stated)	0	0	-61	1.8	2	-4	107	-2	-1
O=S(=O)(c1ccccc1)N(Cc1nc(-c2ccccc2)no1)C1CCCCC1	1	2	1	4.2	8	-7	100	-27	0

Structures listed above that bear a hit mark in core dimer inh.
canonical_smiles	TPT1 inh	PP5 inh	core dimer inh	EBNA-1 inh	JMJD2C inh
COc1ccccc1/C=C(/CC(=O)NCc1ccc(F)cc1)c1nc2ccccc2s1	5	-4.4	67*	-8	-5

Continuation:
structure	TPT1 inh	PP1 counter	Fh CTSL1 inh	PP5 inh	core dimer inh	EBNA-1 inh	CR mimetic SO	JMJD2C inh	ZTA DNA inh
COc1ccc(CCn2cnc(=O)c(C#N)c2C)cc1OC	4	-4	-3	0.6	1	-4	95	-14	2
CC(C)(C)C(C(=O)O)N1CCS(=O)(=O)CC1 (configuration not stated)	-2	3	0	-3.5	2	2	102	0	10
COc1ccccc1OCC(O)Cn1c(=N)n(CCN2CCCCC2)c2ccccc21 (configuration not stated)	0	-1	-3	-0.2	-2	3	108	-2	7
CC(=O)C1=C(C)NC(C)=C(C(C)=O)C1c1ccccc1	2	-1	-3	-1.0	1	-5	93	-3	6
CCOC(=O)c1c(S(=O)(=O)NCC(=O)NCc2ccccc2Cl)c(C)n(C)c1C	1	-6	-9	-2.0	-1	-10	126	11	12
CCNS(=O)(=O)c1ccc(CCC(=O)NCc2ccc(C)cc2)cc1	-7	2	0	4.7	-1	-15	92	-2	0
CSc1ccccc1-n1nnnc1SCC(=O)Nc1ccccc1C	3	-3	-1	3.7	1	-5	99	9	-5
O=C(N/N=C/c1cccc(OC(=O)N2CCOCC2)c1)c1cccs1	-3	-1	2	2.1	-2	13	73	1	5
Fc1ccc(/C=C\c2nccc3c2[nH]c2ccccc23)cc1	4	6	4	2.6	-5	-12	104	-1	10
Cn1nnc(NC(=S)NC(=O)c2cccs2)n1	0	-2	2	0.6	-2	-4	86	0	-18
Cc1c(N)cc(C(=O)N2CCOCC2)cc1[N+](=O)[O-]	4	-2	-1	0.9	-2	-5	102	-8	3
CCOC(=O)Cc1csc(NS(=O)(=O)c2ccc(Br)cc2)n1	-5	-1	-3	0.5	3	2	112	1	17
Cn1c(SCC(=O)NCCN2C(=O)CSC2=O)nc2ccccc2c1=O	-6	-1	1	3.2	2	-20	97	11	-10
COc1ccc(Cc2nc3ccccc3n2CC(=O)N/N=C/c2ccc(O)cc2)cc1OC	-3	-3	1	-3.2	3	-11	127	-23	-1
O=C(NC1CCCC1)c1c[nH]c2ccc(F)cc2c1=O	2	2	0	2.9	0	-3	97	13	-4
COc1cc(C=O)ccc1OCc1cccc(Br)c1	-2	4	1	2.1	-5	-3	100	-4	6
Cc1ccc(-n2cc(-c3ccccc3)[nH]c2=O)cc1F	2	-1	3	-1.1	2	-10	79	-10	-3
Cc1cc(C)cc(-n2ncc3c2CCCC3NC(=O)CCN2CCCC2=O)c1 (configuration not stated)	-1	-6	-2	1.3	-2	2	98	-2	7
CC(NC(=O)NC12CC3CC(CC(C3)C1)C2)C1CCCO1 (configuration not stated)	-3	-1	2	2.1	-1	11	92	-3	4
CCOc1ncccc1C(=O)N1CCN(S(=O)(=O)c2ccccc2)CC1	-1	0	-5	0.6	-3	4	87	8	-11
CCc1cc2c(C)ccc(C)c2nc1SCC(=O)Nc1c[nH]c(=O)[nH]c1=O	3	7	8	3.9	19	10	98	-1	-3
CC(=O)Nc1ccccc1O	3	-3	2	0.7	0	4	99	-7	2
Cc1nn(-c2ccccc2)c(Cl)c1/C=N/NC(=O)c1ccco1	2	1	-1	1.8	-4	-14	119	0	-20
C/C(=N\NC(=O)CC#N)c1cc2ccc(O)cc2oc1=O	1	-8	1	-1.1	2	9	95	4	11
COc1ccc(CCNC(=O)Cn2cc(C(F)(F)F)cc(Cl)c2=O)cc1	-1	-2	5	1.8	9	-7	110	-3	4
O/N=C(/CCc1ccccc1)C1(O)CCCCC1	-1	-3	-2	3.0	1	-6	86	4	3
